Assay outcomes deposited in PubChem BioAssay by several laboratories.
IDE inh – cellular human IDE inhibition; HEK cells, FAbetaB cleavage, fluorescence polarization; P14735; 320,000 compounds, 0.41% hits; inhibition, % at 5.59 µM; AID 434962;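 active means percent inhibition above the average of all tested compounds plus 3 SD, set per screening campaign, cut at about 16% in these data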;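 further: IDE supplied by intact live HEK cells; FP after avidin binding of uncleaved biotin substrate so inhibition keeps polarization high; 0% = DMSO wells and 100% = 60 µM reference IDE inhibitor Ii1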
UBC9 SUMO inh – inhibitors of human SUMOylation (UBC9) | P63279 | HTRF SUMOylation assay, SAE1/SAE2 + UBC9, in vitro | inhibition, % at 35 µM | 290,000 compounds, 0.36% hits; in the data active means inhibition above about 50%, passing the limit was not always enough; further: strong numbers were not always called active
Target sequence (P63279 whole entry, looked up): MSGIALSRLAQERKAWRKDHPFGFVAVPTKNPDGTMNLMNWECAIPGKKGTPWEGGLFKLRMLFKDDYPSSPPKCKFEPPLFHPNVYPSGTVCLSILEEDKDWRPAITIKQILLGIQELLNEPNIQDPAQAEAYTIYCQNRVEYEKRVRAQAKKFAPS
IDE cell activ – boosts human insulin-degrading enzyme activity in HEK cells | FAbeta-B cleavage, fluorescence polarization; 0% vehicle, 100% cell-free pure enzyme wells | activation, % at 5.96 µM | 340,000 compounds, 0.073% hits;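 active means activation above the mean of all tested compounds plus 3 SD, set per screening campaign, cut at about 17% in these data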
NALP1 inh – NALP1 inhibition; 280,000 compounds, 0.61% hits; inhibition, % at 10 µM; AID 2071; S. cerevisiae NALP1/ASC/caspase-1 growth, X-gal OD620, 72 h; in the data active means inhibition mostly above about 24%, no sharp cut-off; inactive means mostly below about 32%; further: some compounds called inactive have numbers as strong as hits
MEKK2mut PB1 HTS – signal of MEK5 binding to mutant human MEKK2 PB1 domain; bead flow cytometry, Alexa488-MEK5 binding to MEKK2 mutant; 290,000 compounds, 0.35% hits; percent response, % at 10 µM; in the data active means percent response above about 24%, passing the limit was not always enough; further: inactives centre near 1; some results filed as inactive read as strong as hits; reference of the scale not given here
MEKK2wt PB1 HTS – raises or lowers MEK5 binding to wildtype human MEKK2 PB1 domain | Q9Y2U5 | bead flow cytometry, Alexa488-MEK5 binding to MEKK2 WT; actives lie on both sides | binding response (% of control), % at 10 µM | 290,000 compounds, 1.1% hits; in the data active means binding response below about 67% or above about 130%
MEKK3 PB1 HTS – modulators (inhibitors or enhancers) of MEK5 binding to human MEKK3 PB1 domain. binding response (% of control), % at 10 µM. AID 1529. bead-based flow cytometry, Alexa488-MEK5 binding to MEKK3; actives lie on both sides; 0 = blocked by unlabeled MEK5, 100 = vehicle. 290,000 compounds, 1.4% hits;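 active means binding response more than 3 SD above or below the average of its plate-row segment, actives on both sides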;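 further: Alexa488 bead fluorescence after subtracting the streptavidin-only scavenger bead signal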
Target sequence (Q99759 whole entry, looked up, the tested form may be a part): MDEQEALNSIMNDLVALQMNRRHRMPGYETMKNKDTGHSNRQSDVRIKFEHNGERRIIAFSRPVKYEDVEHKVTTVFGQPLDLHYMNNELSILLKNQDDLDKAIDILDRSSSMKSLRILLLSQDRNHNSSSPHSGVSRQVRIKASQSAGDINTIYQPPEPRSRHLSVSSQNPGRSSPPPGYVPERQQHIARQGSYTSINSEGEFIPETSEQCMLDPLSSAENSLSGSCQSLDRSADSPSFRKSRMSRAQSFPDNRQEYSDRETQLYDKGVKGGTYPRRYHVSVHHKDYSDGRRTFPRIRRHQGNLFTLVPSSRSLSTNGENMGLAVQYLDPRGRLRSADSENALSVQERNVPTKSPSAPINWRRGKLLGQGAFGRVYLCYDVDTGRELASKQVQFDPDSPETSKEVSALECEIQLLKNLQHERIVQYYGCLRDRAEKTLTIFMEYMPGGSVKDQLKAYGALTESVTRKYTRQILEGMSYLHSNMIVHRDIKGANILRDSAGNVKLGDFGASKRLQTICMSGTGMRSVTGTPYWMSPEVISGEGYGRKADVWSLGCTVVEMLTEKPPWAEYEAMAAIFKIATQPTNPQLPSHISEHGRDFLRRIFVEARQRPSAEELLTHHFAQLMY
pCIP destab – lowers stability of the mouse p/CIP coactivator protein; F442A p/CIP-EGFP cells, EGFP fluorescence, 16 h; Q05BA5; decrease of EGFP signal, % at 10 µM; 290,000 compounds, 0.01% hits;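 active means EGFP signal decrease of at least 30% at 10 µM or well 3 SD below plate mean, unless failing retest; inactive means the rest, including hits failing retest or dose response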; further: some compounds called inactive have numbers as strong as hits; many of its hits are not listed in these tables
M18AAP inhibitor – blocks P. falciparum M18 aspartyl aminopeptidase; recombinant PfM18AAP, H-Glu-NHMec fluorogenic cleavage; inhibition, % at 7.35 µM; 290,000 compounds, 1.2% hits; AID 1822;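 active means inhibition above the campaign mean inhibition over all tested compounds plus 3 SD, cut at about 28% in these data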;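 further: 0% = plate median of test compound wells and 100% = 2 mM ZnCl2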
* marks the source's active call; other numbers are inactive results; . = no result given. This is a subset; count on the stated rates, not on these rows.

SMILES	IDE inh	UBC9 SUMO inh	IDE cell activ	NALP1 inh	MEKK2mut PB1 HTS	MEKK2wt PB1 HTS	MEKK3 PB1 HTS	pCIP destab	M18AAP inhibitor
O=C(c1cc(COc2cccc(C(F)(F)F)c2)on1)N1CCC(c2ccccc2)CC1	1	-16	3	9	8	110	107	-8	-1
CC(=O)Nc1ccc(S(=O)(=O)N2CCN(C(=O)c3ncoc3-c3ccccc3C)CC2)cc1	3	2	2	12	-7	98	98	-3	-14
COC(=O)CCCC(=O)NC1CCCN(C2Cc3ccccc3C2)C1 (stereo not given)	2	0	-1	4	1	103	104	1	0
CCCC12CN3CC(C)(CN(C1)C3c1ccc(OC(C)C)cc1)C2=O (stereo not given)	6	6	7	0	0	97	99	1	-9
COc1ccccc1CNC(=O)CSc1nnc2c(n1)[nH]c1ccc(F)cc12	3	-8	0	4	-1	100	102	4	3
CCc1noc(C)c1C(=O)N1CC(C)OC(C)C1 (stereo not given)	0	0	-3	10	13	111	104	-3	-12
COc1ccc(/C=C/C(=O)NCc2cccnc2)cc1	7	0	4	17	-1	101	99	11	2
O=C(COC(=O)Cc1ccc(Br)cc1)NC1CCCCCC1	3	-5	0	3	.	.	.	-14	-7
NC(=O)C1CCN(C(=O)CSc2ncccn2)CC1	5	6	-1	-6	-8	100	104	-6	4
Cc1[nH]c2ccccc2c1NC(=O)CN1CCN(Cc2ccc3c(c2)OCO3)CC1	.	-2	.	18	17	108	103	-13	9
O=C(O)c1cccc(NN=C2c3ccccc3-c3ccccc32)c1	.	14	2	-1	3	99	108	-1	10
COc1cc(NC2c3ncccc3C(=O)N2Cc2ccco2)cc(OC)c1 (stereo not given)	-2	3	-1	5	6	100	103	-7	-3
N#CCCN(CCC#N)C(=O)C1c2ccccc2Oc2ccccc21	-2	4	7	6	2	108	107	-1	7
COC(=O)CCC(=O)Nc1ccc(S(=O)(=O)Nc2cc(OC)nc(OC)n2)cc1	-2	16	-2	-14	15	111	110	-2	8
Cc1ccc(CN(C(=O)c2csnn2)C(C(=O)NC2CCCC2)c2ccccn2)cc1 (stereo not given)	-4	24	1	7	0	104	102	-6	-5
COC(=O)c1c(NC(=S)NNC(=O)c2ccc(Cl)s2)sc(C(=O)N(C)C)c1C	-2	11	-4	9	8	108	105	-10	15
COc1ccc2c([N+](=O)[O-])c(N3CCCC3)[nH]c2c1	2	10	0	8	5	111	111	1	-1
CC(C)c1ccc(C(=O)NCc2ccc(Cl)cc2)cc1	4	8	8	1	-3	97	92	-16	1
Cc1ccc(NC(=O)COC(=O)[C@H](C)NC(=O)c2ccccc2)cc1S(=O)(=O)N1CCOCC1	2	-20	-3	.	1	106	104	11	6
Cc1cc(CCC(=O)O)c(C)cc1CCC(=O)O	-16	-2	-1	0	2	98	100	-14	-3
Cc1onc(-c2ccccc2)c1C(=O)Nc1nncs1	3	3	3	5	-4	98	99	-3	14
Clc1ccc(-c2nnsc2SCc2ccccc2)cc1	0	-6	-1	39	6	110	109	2	0
C=CCN1C(=O)C2(/C(=C(\O)c3ccc4c(c3)OCCO4)C(=O)C(=O)N2CCCOC)c2ccccc21 (stereo not given)	-3	10	0	12	6	112	106	-5	0
O=C(CN1CCN(Cc2ccccc2Cl)CC1)N/N=C/C=C/c1ccco1	-5	6	.	4	3	99	102	-5	7
CC(C)(C)n1ncc2c(=O)n(CC(=O)c3ccccc3)cnc21	1	-9	1	-28	1	103	101	-22	3
Cn1nc(C(F)(F)F)c(-c2ccc(F)cc2)c1NC(=O)c1ccco1	5	14	5	.	13	104	112	-11	-5
CCCCOC(=O)c1sc2nc(N3CCOCC3)c3c(c2c1N)CC(C)(C)OC3	-2	-2	5	33	4	104	101	7	-4
COc1ccc(OCC(O)CNC(=O)c2ccccc2)cc1 (stereo not given)	-1	16	10	3	3	103	96	-18	-8
N#Cc1nc(-c2ccccc2)oc1N1CCN(C(=O)c2ccco2)CC1	4	6	-10	-1	6	104	100	-10	-6
CCOc1cccc2cc(C(=O)NCc3ccc(C)cc3)c(=N)oc12	-1	19	3	10	7	113	104	-3	-9
COc1ccc(NS(=O)(=O)c2ccc(N3CCOCC3)c(NC(=O)c3cccc(F)c3)c2)cc1	-1	20	2	26	-5	85	82	-17	7
COc1ccc(C(O)P(=O)(OCCC(C)C)c2ccc(N(C)C)cc2)cc1 (stereo not given)	7	8	2	21	6	107	99	-14	1
CCn1c(CCC(=O)O)nc2cc(S(=O)(=O)N(C)C)ccc21	-4	6	-4	4	0	105	103	-19	2
C/C(=N\NC(=O)c1c(C)nc2ccccn12)c1ccc(N2CCOCC2)cc1	3	7	-4	0	-1	93	101	10	-3
COCCn1c(N)c(NCc2ccccc2)c(=O)n(CC(=O)Nc2cc(C)ccc2C)c1=O	2	3	4	-7	-1	99	100	-13	2
O=C(NCCN1C(=O)S/C(=C\c2cccnc2)C1=O)C1CC(=O)N(Cc2ccco2)C1 (stereo not given)	-3	11	0	3	-1	99	102	7	4
Cc1ccc(C)c(NC(=S)N/N=C2\CCc3ccccc32)c1	0	-54	-6	.	-1	103	102	10	10
CCOC(=O)C1CCN(CC(=O)c2c(C)[nH]c3ccccc23)CC1	7	20	4	10	8	108	106	-4	-1
O=C(CSc1ncn[nH]1)N/N=C/c1ccc(Br)cc1	5	7	9	17	1	97	98	2	20
CC(/C=N/NC(=O)c1ccc(Cn2cc([N+](=O)[O-])cn2)o1)=C\c1ccccc1	1	3	0	-6	4	99	100	-28	6
O=C(OCn1nnc2ccccc2c1=O)c1cc(-c2ccccc2Cl)nc2ccccc12	0	-5	-2	30	16	110	102	-1	-5
C=CCNS(=O)(=O)c1cc2c3c(c1)CCN3C(=O)CC2	-2	3	4	20	0	98	103	5	-4
CCOC(=O)C1CCCN(S(=O)(=O)c2cccc3cccnc23)C1 (stereo not given)	5	-5	4	16	-1	98	98	0	2
O=C(COC(=O)c1cccc(Br)c1)NCCc1ccccc1	3	7	2	31	6	101	108	-14	2
O=C(NN=C1CCCC1)c1cc(Cl)cc(Cl)c1O	-13	1	-1	-10	2	104	107	-2	7
CC(=O)NN1CCc2cc3ccc(C)cc3nc21	-3	28	4	1	0	95	99	-4	3
CCOC(=O)[C@@H]1[C@H]2COc3ccccc3[C@@H]2N2C(=O)N(c3ccccc3)C(=O)[C@@]12C	-4	14	6	0	-2	105	102	-10	-4
Cc1ccc(N=C/C(C(=O)C(F)(F)F)=C(\O)c2ccco2)cc1Cl	2	10	-1	25	12	94	101	-8	0
CC(C)CCNC(=O)C1CC(c2cccc(F)c2)=NO1 (stereo not given)	5	22	-6	.	-4	101	77	-6	.
CN(C(=O)COc1cc(=O)n(C)c2ccccc12)c1ccc(Br)cc1	3	16	0	41	3	101	104	-9	5
COc1ccc(C(=O)N/N=C(/C)c2ccc(N3CCCCC3)cc2)cc1	3	16	2	7	5	109	108	-14	-4
CCOc1ccccc1C(=S)NC1CCCCC1	-2	18	1	5	3	107	111	-6	-7
Cc1cccc(NC(=O)CN2C(=O)N/C(=C/c3cc(C)n(C)c3C)C2=O)c1	.	9	0	12	0	100	94	-10	3
Cc1nn(C)c(C)c1S(=O)(=O)N(CC(=O)NCCN1CCOCC1)c1ccc(C(C)C)cc1	2	9	0	23	-8	91	87	-5	1
Cc1nc(C(=O)Nc2ccccc2Cl)cc2c1[nH]c1ccccc12	4	14	4	-10	2	111	85	-4	-2
COc1ccc(/C=C(\NC(=O)c2ccccc2)C(=O)NCCN2CCOCC2)cc1	5	-9	3	7	-6	96	102	8	-5
Cc1ccc(SCCC(=O)N/N=C/c2cccnc2)cc1	-3	-7	1	12	-10	93	102	19	5
CCOc1ccccc1NC(=O)CSc1nnc(Cc2cccn2C)n1-c1ccc(F)cc1	2	-1	0	19	-2	93	98	0	-12
CC1CCCCN1C(=O)Cn1c(=O)n(CCC(=O)NCc2ccco2)c(=O)c2sccc21 (stereo not given)	-11	4	5	14	4	105	104	-7	0
CC(C)=CCc1c(O)ccc(C(=O)Cc2ccccc2)c1O	1	4	3	21	11	98	101	-26	-1

The closing five entries of the section before lead into the next.
SMILES	IDE inh	UBC9 SUMO inh	IDE cell activ	NALP1 inh	MEKK2mut PB1 HTS	MEKK2wt PB1 HTS	MEKK3 PB1 HTS	pCIP destab	M18AAP inhibitor
COc1ccc(/C=C(\NC(=O)c2ccccc2)C(=O)NCCN2CCOCC2)cc1	5	-9	3	7	-6	96	102	8	-5
Cc1ccc(SCCC(=O)N/N=C/c2cccnc2)cc1	-3	-7	1	12	-10	93	102	19	5
CCOc1ccccc1NC(=O)CSc1nnc(Cc2cccn2C)n1-c1ccc(F)cc1	2	-1	0	19	-2	93	98	0	-12
CC1CCCCN1C(=O)Cn1c(=O)n(CCC(=O)NCc2ccco2)c(=O)c2sccc21 (stereo not given)	-11	4	5	14	4	105	104	-7	0
CC(C)=CCc1c(O)ccc(C(=O)Cc2ccccc2)c1O	1	4	3	21	11	98	101	-26	-1
COC(=O)c1ccccc1-c1ccc(C(c2c(C)[nH][nH]c2=O)c2c(C)[nH][nH]c2=O)o1	4	97	0	-1	-15	88	88	0	23
CCCc1cc(=O)[nH]c(SCC)n1	7	9	-1	8	-2	100	98	5	4
Cc1ccc(N2C(=O)NC(NC(=O)C(C)(C)C)(C(F)(F)F)C2=O)cc1C (stereo not given)	7	4	0	33	-1	99	103	-1	7
O=C(O)CCC(=O)CCC(=O)c1ccc(Cl)cc1	-5	-7	0	4	1	102	102	8	3
CCOC(=O)C1CCCN(C(=O)COc2ccccc2O)C1 (stereo not given)	-21	23	0	3	5	107	108	-2	2
CC1(C)CC(=O)C(N=Nc2cccc(F)c2C#N)=C(O)C1	3	5	-4	.	2	97	98	-3	-3
O=c1c2cn[nH]c2nc(SCc2cc(=O)n3cc(Br)ccc3n2)n1-c1ccc(Br)cc1	2	-43	-14	4	-1	95	104	-1	6
Cc1ccc(NC(=O)c2cccnc2C(=O)O)nc1	2	13	-4	5	8	109	107	-10	-3
CC(NC(=O)CCNC(=O)N1CCn2c1nc1ccccc12)c1ccccc1 (stereo not given)	-3	-1	6	0	2	101	101	6	-2
CNC(=S)N(Cc1ccc2c(c1)OCO2)C1CC(=O)N(c2ccccc2)C1=O (stereo not given)	-3	1	2	33	3	102	104	-6	16
Cc1c(CN2CCCC(C(=O)Nc3cccc(-n4cccn4)c3)C2)cnn1C (stereo not given)	7	6	1	6	6	99	99	2	-8
S=C(Nc1ccc2c(c1)OCO2)N1CCN(Cc2ccco2)CC1	6	-4	3	-5	4	97	100	1	2
CC12CCC(C[N+](C)(C)C1)C2(C)C (stereo not given)	4	9	4	-13	91*	33*	111	-1	1
CCOC(=O)C1CCCN(C(=O)Cn2nc(Cc3cccnc3)c3ccccc3c2=O)C1 (stereo not given)	1	17	4	26	5	109	105	-13	7
CC(=O)Nc1nc(Cn2nnc(-c3ccc4c(c3)OCO4)n2)nc(N(C)C)n1	-4	-20	0	3	10	104	104	-3	-3
Cc1cc(F)ccc1S(=O)(=O)Nc1ccccc1C(=O)NCc1ccccn1	-4	12	0	-15	1	102	99	-12	-10
CCOC(=O)c1ccc(NC(=O)C2CCN(S(=O)(=O)CC)CC2)cc1	9	-7	-2	19	2	107	110	3	8
CCOc1ccc(C(=O)Nc2cc3c(cc2N2CCCC2)n(CC)c(=O)n3CC)cc1OCC	-1	0	6	15	-4	101	100	1	19
